L3MBTL1 block: L3MBTL1 (human) inhibition; AlphaScreen L3MBTL1–H3K9me1 peptide binding; actives 0.66% (n = 230,000); Potency, µM (series often up to 57.1 µM), inactives show at the top dose activity, negative = inhibition, actives largely listed as inhibitors; also: nearly all actives have a fitted effect of over 60% in size
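Read-out is AlphaScreen signal from streptavidin donor and nickel chelate acceptor beads (10 ug/mL final each) bridging L3MBTL1 (50 nM) and biotinylated K9-monomethylated H3(1-15) peptide (75 nM), after 30 min compound exposure at room temperature.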
TRb SRC2 PPI: disrupts binding of human TR beta to SRC2 | TRbeta-SRC2 peptide binding, fluorescence polarization; receptor liganded with 1 µM T3 | actives 0.065% (n = 280,000) | Potency, µM (titrated, usually from 106 µM), for the others: top-dose activity change, negative = inhibition, usual class: inhibitors;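 also: plate controls were bound peptide for no effect and peptide without receptor for full effect; nearly all actives have a fitted effect of over 50% in size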
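Binding of a 20-amino-acid Texas Red SRC2 peptide (20 nM) to TRb ligand-binding domain (0.6 uM) with agonist T3 at 1 uM was followed by fluorescence polarization after a 5 hr room-temperature incubation.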
TexasRed fluor: Texas Red fluorescence interference in TRb-SRC2 counter-screen. TRb/SRC2 Texas Red total fluorescence interference. Potency, µM (top dose mostly 106 µM), inactives show at the highest dose fluorescence change, negative = quenching. actives 0.29% (n = 280,000). AID 1479; active = well fitted curve in either direction with a large enough effect; inconclusive = small, poorly fitted or top-dose-only effect
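Human TRβ ligand-binding domain (0.6 uM) and Texas Red SRC2 peptide (20 nM) in Tris buffer with 1 uM T3 and 5% DMSO were incubated with pinned compound for 5 hr at ambient temperature. Total fluorescence was computed as S + 2P (555/632 nm).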
GoLoco inh red: blocks human Gai1 binding to RGS12 GoLoco peptide, red readout. P63096. Gai1:RGS12 GoLoco peptide FP, rhodamine, 10 min. Potency, µM (series often up to 61.6 µM), without a hit: at the highest dose activity, negative = inhibition, usual class: inhibitors. actives 0.44% (n = 230,000). AID 880; active = well fitted inhibition curve with a large enough effect, not every such curve was filed as active; inactive = no such curve, though single readings can be large or run the other way; also: nearly all actives have a fitted effect of over 30% in size; many of its hits are not listed in these tables
Target sequence (P63096 whole entry, looked up): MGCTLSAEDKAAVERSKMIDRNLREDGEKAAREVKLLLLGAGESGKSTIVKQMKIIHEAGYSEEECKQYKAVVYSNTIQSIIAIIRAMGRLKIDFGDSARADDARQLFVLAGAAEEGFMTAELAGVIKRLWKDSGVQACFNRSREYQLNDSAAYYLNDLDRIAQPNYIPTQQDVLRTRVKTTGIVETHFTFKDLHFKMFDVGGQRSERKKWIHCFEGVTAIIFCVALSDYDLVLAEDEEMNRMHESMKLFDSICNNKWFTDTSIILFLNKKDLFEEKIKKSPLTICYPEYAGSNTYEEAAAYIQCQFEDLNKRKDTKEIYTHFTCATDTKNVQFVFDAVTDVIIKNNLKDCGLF
GAA inh: blocks human lysosomal alpha-glucosidase; P10253; Potency, µM (top dose mostly 76.9 µM), for the others: top-dose activity change, negative = inhibition, hits mostly inhibitors; purified human GAA, 4-MU-alpha-glucoside fluorescence; actives 0.005% (n = 200,000);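 also: plate controls were uninhibited enzyme wells for no effect and no-enzyme background for full effect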
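Human enzyme at 4 nM with 400 uM 4-methylumbelliferyl-alpha-D-pyranoside, citrate/phosphate buffer pH 5.0, 0.005% Tween-20, 20 min at room temperature. Compounds up to 77 uM. 4-MU fluorescence (Ex 365/Em 440) read after NaOH/glycine stop; AC50 from Hill fit.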
RECQ1 inh: RECQ1 (human) helicase inhibition | P46063 | RECQ1 DNA unwinding, red fluorescence kinetic read | Potency, µM (series often up to 57.3 µM), without a hit: at the highest dose activity, negative = inhibition, hits mostly inhibitors | actives 0.54% (n = 240,000) | AID 2549;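 also: plate controls were vehicle for no effect and no enzyme for full effect; nearly all actives have a fitted effect of over 30% in size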
Target sequence (P46063 whole entry, looked up): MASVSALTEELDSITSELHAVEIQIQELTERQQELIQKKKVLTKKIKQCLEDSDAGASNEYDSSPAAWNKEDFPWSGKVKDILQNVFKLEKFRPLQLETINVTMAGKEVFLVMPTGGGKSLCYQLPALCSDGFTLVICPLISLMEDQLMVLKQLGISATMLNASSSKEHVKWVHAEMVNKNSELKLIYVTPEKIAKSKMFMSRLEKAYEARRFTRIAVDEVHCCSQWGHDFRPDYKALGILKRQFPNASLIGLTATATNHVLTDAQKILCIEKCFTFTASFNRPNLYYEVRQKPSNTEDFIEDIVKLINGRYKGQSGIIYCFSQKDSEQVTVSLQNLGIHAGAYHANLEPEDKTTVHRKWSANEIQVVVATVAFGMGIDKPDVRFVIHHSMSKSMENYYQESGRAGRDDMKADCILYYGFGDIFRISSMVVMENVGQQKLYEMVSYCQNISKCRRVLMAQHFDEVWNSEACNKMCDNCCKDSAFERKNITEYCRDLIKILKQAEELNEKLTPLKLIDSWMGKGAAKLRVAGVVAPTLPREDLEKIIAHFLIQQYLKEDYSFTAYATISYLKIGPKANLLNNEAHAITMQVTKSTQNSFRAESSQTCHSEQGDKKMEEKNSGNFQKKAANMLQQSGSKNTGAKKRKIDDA
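RECQ1T1 50 nM; forked duplex (20 bp + 30-nt ss tails) 200 nM, ATP 2 mM final; pH 8.0, 2 mM MgCl2, 2.5 ug/ml poly(dI-dC); 15 min compound preincubation; discontinuous kinetic read over 2 h at RT.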
GAA glycogen: GAA glycogen-cleavage inhibition or activation; P10253; Potency, µM (top dose mostly 76.4 µM), without a hit: at the top dose activity change, negative = inhibition, most hits filed as inhibitors; recombinant GAA, glycogen substrate, Amplex Red glucose oxidase fluorescence; actives 0.38% (n = 300,000);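 also: 0% = full enzyme reaction and -100% = no-enzyme basal signal; the screen sought inhibitors and activators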
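Recombinant enzyme (4 nM final) with compounds titrated up to 77 uM and bovine liver glycogen (30 ug) in citrate pH 5.0, 0.01% Tween-20, 37 C 40 min. Released glucose detected by Amplex Red/glucose oxidase (Ex 573/Em 610); AC50 from Hill fits.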
GAA spleen mod: inhibits or activates alpha-glucosidase in human spleen homogenate; P10253; human spleen homogenate, 4-MU-alpha-glucoside fluorescence; Potency, µM (doses to about 79.9 µM), for the others: at the top dose activity change, negative = inhibition, most hits filed as inhibitors; actives 0.006% (n = 240,000);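 also: 0% = enzyme with vehicle and -100% = no enzyme basal signal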
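Compounds were titrated against alpha-glucosidase in spleen homogenate at pH 5.0, with 1 mM 4-methylumbelliferyl substrate for 40 min at 37 C. Reactions were quenched with pH 10 NaOH/glycine and fluorescence measured.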
Active calls of the source: *; i = inactive; u = inconclusive; x = not tested or not shown; [ ] = dose if it differs, or a comment. Unless noted, calls follow the shape of the dose curve; as a rule, active = well fitted curve in the direction sought with a large enough effect; inconclusive = small, poorly fitted or top-dose-only effect, or another doubt; inactive = no such curve, though single readings can be large; an effect the other way counts as inactive or inconclusive. Unless noted, % is scaled to controls: 0 for no effect and ±100 for the full control effect; potency is read from the fitted curve at half-maximal effect. These rows are one share of the data; count on the stated rates, not on these rows.

SMILES	L3MBTL1 block	TRb SRC2 PPI	TexasRed fluor	GoLoco inh red	GAA inh	RECQ1 inh	GAA glycogen	GAA spleen mod
C=CCSc1nc(N)c(C(=O)Nc2ccccc2OC)cc1C(=O)Nc1ccccc1	x	-6%	-2%	9%	5%	-4%	8%	9%
COC(=O)c1cc(Br)c(=O)n(Cc2ccco2)c1	0%	-3%	-1%	5%	u	-3%	4%	-16%
COc1ccccc1-n1c2c(cc(C(=O)N3CCC(C)CC3)c1=O)C(=O)CC(C)(C)C2	x	-3%	1%	-3%	0%	-2%	11%	0%
CCn1c(=O)c(C(C)=O)c(O)c2ccccc21	0%	1%	-8%	-1%	-8%	-3%	13%	3%
Cc1ccc(S(=O)(=O)c2nnn3c2nc(Nc2cccc(C)c2)c2ccccc23)cc1	-1%	-15%	-1%	-9%	u	-12%	-8%	-7%
COc1ccc2c(c1)C(=O)[C@@H](OC(=O)NCCOc1ccccc1)[C@H](c1ccc(OC)c(Br)c1)O2	x	1%	-2%	-2%	x	1%	x	1%
CCc1ccc(OCCCC(=O)NCc2ccco2)cc1	-4%	-3%	-2%	0%	-4%	13%	3%	2%
O=C(Oc1ccc(Br)cc1)c1n[nH]c(=O)c2ccccc12	u	3%	-1%	134%[activator]	12%	i	7%	6%
COCc1cc(C)nc(SCC[N+](C)(C)CC(=O)Nc2cccc(C(F)(F)F)c2)c1C#N	14%	6%	4%	15%	u	1%	0%	x
O=C(NC1(O)C(=O)c2ccccc2C1=O)c1c(Cl)cccc1Cl	x	-18%	2%	-2%	x	11%	-7%	-6%
CCC(C)(C)NC(=O)C(c1ccccc1F)N(Cc1ccco1)C(=O)Cn1nnc2ccccc21 (stereo not drawn)	-4%	4%	2%	-1%	-7%	7%	-4%	-5%
CCN1CCN(C(=S)NCCOC)CC1	-3%	4%	-3%	10%	13%	27%	10%	1%
CN(C)c1ccc(SC#N)cc1	-11%	7%	-1%	1%	4%	0%	6%	-1%
CNC(=S)NCCN1CCOCC1	0%	1%	-5%	-8%	11%	7%	2%	5%
COc1ccc(N(CC(=O)Nc2cccnc2)S(C)(=O)=O)cc1	-4%	3%	-3%	-3%	10%	i	9%	-5%
Cc1cc(C)n(-c2nc(NCc3cccnc3)c3c4c(sc3n2)COC(C)(C)C4)n1	-6%	-3%	2%	17%	7%	-2%	16%	-5%
O=C(NCCCl)NNc1c(Cl)cc(Cl)cc1Cl	x	-4%	-1%	-1%	4%	2%	u	-2%
CCC1CCc2c(sc(NC(=O)c3ccoc3C)c2C(N)=O)C1 (stereo not drawn)	-5%[11.4 µM]	0%	0%	8%	-7%	1%	-1%	-7%
COc1ccc(NC(=O)CSc2nc(NS(=O)(=O)c3ccccc3)cc(=O)[nH]2)cc1	x	18%	-5%	5%	-5%	14µM*	-11%	2%
Nc1c(N2CCN(c3ccccc3)CC2)c2ccccc2oc1=O	-5%	-1%	-12%	-6%	-13%	7%	u	-13%
COc1ccc(C(CNC(=O)c2cc(F)c(F)c(F)c2F)N2CCOCC2)cc1 (stereo not drawn)	-3%	0%	0%	12%	-9%	2%	-6%	4%
O=C(NCC(c1ccc(F)cc1)N1CCOCC1)c1c(F)cccc1F (stereo not drawn)	x	4%	-1%	0%	x	2%	3%	10%
Cc1ccc(S(=O)(=O)/N=C/c2ccco2)cc1	-9%	-6%	-1%	x	7%	-7%	4%	0%
O=C(COC(=O)CNS(=O)(=O)c1ccc2ccccc2c1)Nc1ccccc1Sc1ccccc1	0%	-2%	-4%	10%	-7%	-16%	6%	2%
CC(=O)c1ccc(NC(=O)Nc2ccc3c(c2)N(C)C(=O)CS3)cc1	x	1%	0%	43%[activator]	-5%	-15%	6%	3%
CCOC(=O)c1c(NC(=O)c2ccccc2N(C)S(=O)(=O)c2ccccc2)sc2c1CCCC2	22%	2%	3%	3%	-7%	-10%	7%	-1%
O=C(CSc1ccc(Br)cc1)Nc1ccccc1Oc1ccccc1	10%	-6%	-6%	11%	-4%	-3%	8%	-3%
Cc1ccc(NC(=O)COC(=O)C(NS(=O)(=O)c2ccc(Cl)cc2)C(C)O)c(Br)c1 (stereo not drawn)	6%	1%[53 µM]	2%[53 µM]	0%	1%	3%	5%	-3%
Nc1nc(=O)n(C2OC(CO)C(O)C2O)cc1Cl (stereo not drawn)	x	1%	-1%	0%	x	-6%	x	5%
COc1ccc(CCNC(=O)Cn2cnc3ccccc3c2=O)cc1OC	1%	11%	9%	-4%	1%	5%	-5%	2%
CC1=NC(Nc2nc(C)c3ccccc3n2)=NC(C)(C)C1	0%	1%	1%	16%	-1%	1%	3%	-4%
COc1ccc(C2=Nn3c(nnc3-c3ccc(OC)c(OC)c3)SC2)cc1	x	-5%	-2%	x	x	i	x	6%
Cc1ccc(NC(=S)NCCc2c[nH]c3ccccc23)cc1	-8%	6%	3%	11%	u	i	-15%	-3%
O=S(=O)(NC(=NCCc1ccc(Cl)cc1)c1ccccc1Cl)c1cccs1	-1%	-5%	-2%	3%	0%	-9%	-11%	-1%
Nc1ccccc1SCc1c(Cl)cccc1Cl	28%	0%	0%	4%	x	i	-1%	-2%
CC1(C)SC2c3ccccc3C(=O)N2[C@@H]1C(=O)NCCCN1CCOCC1 (stereo partly drawn)	x	5%	-2%	-1%	-8%	-13%	1%	-4%
O=[N+]([O-])c1ccc(N2CCN(CCO)CC2)cc1Sc1nc2ccccc2[nH]1	-10%	-5%	-3%	9%	-7%	0%	1%	-2%
CN(C)c1cc[n+](CC(=O)Nc2c(Cl)cc(Cl)cc2Cl)cc1	4%	-7%	-3%	0%	10%	-9%	7%	-2%
O=C(COC(=O)c1ccccc1N1C(=O)C2C3CCC(C3)C2C1=O)c1ccccc1 (stereo not drawn)	-4%	5%	5%	4%	-2%	-2%	8%	-1%
CCCc1cc(=O)oc2cc(C)cc(OCc3nn[nH]n3)c12	-3%	2%	-1%	4%	-14%	-1%	5%	-3%
CC1CCN(C(=O)C(C)Sc2nc(-c3ccccc3)cc(C(F)(F)F)n2)CC1 (stereo not drawn)	x	-7%[11.2 µM]	u	0%	-3%	-1%	-13%[76.3 µM]	-3%
COc1ccc(CCN2CC34C=CC(O3)C(C(=O)NCc3ccccc3Cl)C4C2=O)cc1OC (stereo not drawn)	x	1%	-2%	9%	3%	u	-3%	5%
CCOc1ccc(NC(=O)C(c2ccccn2)N(C(=O)CCl)c2ccc(OC)cc2)cc1 (stereo not drawn)	-10%	7%	4%	-31%	3%	1%	u	6%
S=c1[nH]nc(-c2cc(-c3ccccc3)n[nH]2)n1/N=C/c1ccc(Br)s1	u	12%	-6%	5%	0%[15.4 µM]	-12%	-19%	-1%

Part of the list above, reduced to GAA inh, GAA glycogen and GAA spleen mod.
canonical_smiles | GAA inh | GAA glycogen | GAA spleen mod
CCOc1ccc(NC(=O)C(c2ccccn2)N(C(=O)CCl)c2ccc(OC)cc2)cc1 (stereo not drawn) | 3% | u | 6%
S=c1[nH]nc(-c2cc(-c3ccccc3)n[nH]2)n1/N=C/c1ccc(Br)s1 | 0%[15.4 µM] | -19% | -1%

Part of the list above in order of length of the SMILES, low to high.
SMILES	L3MBTL1 block	TRb SRC2 PPI	TexasRed fluor	GoLoco inh red	GAA inh	RECQ1 inh	GAA glycogen	GAA spleen mod
Nc1ccccc1SCc1c(Cl)cccc1Cl	28%	0%	0%	4%	x	i	-1%	-2%
Cc1ccc(NC(=S)NCCc2c[nH]c3ccccc23)cc1	-8%	6%	3%	11%	u	i	-15%	-3%
CC1=NC(Nc2nc(C)c3ccccc3n2)=NC(C)(C)C1	0%	1%	1%	16%	-1%	1%	3%	-4%
CCCc1cc(=O)oc2cc(C)cc(OCc3nn[nH]n3)c12	-3%	2%	-1%	4%	-14%	-1%	5%	-3%
COc1ccc(CCNC(=O)Cn2cnc3ccccc3c2=O)cc1OC	1%	11%	9%	-4%	1%	5%	-5%	2%
CN(C)c1cc[n+](CC(=O)Nc2c(Cl)cc(Cl)cc2Cl)cc1	4%	-7%	-3%	0%	10%	-9%	7%	-2%
COc1ccc(C2=Nn3c(nnc3-c3ccc(OC)c(OC)c3)SC2)cc1	x	-5%	-2%	x	x	i	x	6%
O=S(=O)(NC(=NCCc1ccc(Cl)cc1)c1ccccc1Cl)c1cccs1	-1%	-5%	-2%	3%	0%	-9%	-11%	-1%
CC1CCN(C(=O)C(C)Sc2nc(-c3ccccc3)cc(C(F)(F)F)n2)CC1 (stereo not drawn)	x	-7%[11.2 µM]	u	0%	-3%	-1%	-13%[76.3 µM]	-3%
S=c1[nH]nc(-c2cc(-c3ccccc3)n[nH]2)n1/N=C/c1ccc(Br)s1	u	12%	-6%	5%	0%[15.4 µM]	-12%	-19%	-1%
CCOc1ccc(NC(=O)C(c2ccccn2)N(C(=O)CCl)c2ccc(OC)cc2)cc1 (stereo not drawn)	-10%	7%	4%	-31%	3%	1%	u	6%
COc1ccc(CCN2CC34C=CC(O3)C(C(=O)NCc3ccccc3Cl)C4C2=O)cc1OC (stereo not drawn)	x	1%	-2%	9%	3%	u	-3%	5%
